Screening data from PubChem BioAssay.
MKP-3 inhibition: inhibition of rat DUSP6 enzyme activity – biochemical, in vitro, primary screen (AID 425); recombinant MKP-3 phosphatase activity, fluorescence; higher % means a stronger effect; inhibition, % at 20 µM; hits with a dose series show IC50 in µM; actives 0.17% (n = 110,000); in the data active means inhibition above about 50%;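 further: plate controls were vehicle for no effect and reference inhibitor for full effect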
Hsp70 displacement: small molecules displacing fluorescent ligand from Hsp70 – biochemical, fluorescence polarization, primary screen (AID 583). Hsp70 fluorescence polarization probe displacement, mP; higher % means a stronger effect. displacement, % at 20 µM, or IC50 in µM where a hit was titrated. actives 0.06% (n = 140,000); in the data active means displacement above about 50%;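 further: plate controls were vehicle for no effect and reference ligand for full effect; a part of the inactive calls stands beside numbers as strong as those of hits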
* hit, by the source's call; x = not tested or not shown; & = joins results of further samples.

SMILES	MKP-3 inhibition	Hsp70 displacement
Cc1c(C(=O)NCc2ccccn2)oc2ccccc12	-0.6%	-4.0%
COc1cc(S(=O)(=O)NCCCN2CCOCC2)ccc1Cl	x	-8.2%
COc1ccc2ccccc2c1/C=C1\SC(=S)N(C2CCCCC2)C1=O	-2.3%	0.6%
CCCOc1ccc(/C=N/Nc2nc(-c3ccccc3)cc(-c3ccccc3O)n2)c(O)c1	3.7%	0.7%
Cc1nc2ccccc2c2c1C(=O)N(CCC1=CCCCC1)C2=O	-5.2%	2.9%
CC(C)c1ccc(NC(=O)C(=O)NCc2ccccn2)cc1	1.9%	0.6%
O=C(Nc1ccc(F)cc1)N1CCn2c(nc3ccccc32)C1	8.2%	-3.1%
Cc1cc(N2C(=O)CC(C(C)c3ccccc3)C2=O)no1 (configuration not stated)	x	4.6%
CCOc1ccc(C(=O)Nc2cccc([N+](=O)[O-])c2)cc1Cl	-1.5%	4.7%
Cc1cc(Nc2ccccc2F)n2nc(C)nc2n1	-10.0%	8.0%
Cc1ccc(C)c(OCC(O)CN2CCC(C)CC2)c1C (configuration not stated)	-6.2%	9.2%
CCn1c(COc2cccc(OC)c2)nnc1SCC(=O)N1CCOCC1	0.9%	-0.8%
Cc1nnc(NC(=O)c2ccc3ccccc3c2)o1	-4.8%	5.7%
O=C(C1=C(O)C(=O)N(CCCN2CCOCC2)C1c1ccccn1)c1cccs1 (configuration not stated)	-8.9%	1.6%
O=S(=O)(c1ccc(Cl)cc1)N1CCN(C2CCN(Cc3ccccc3)CC2)CC1	x	1.1%
Cc1ccc(S(=O)(=O)N2CCCC2C(=O)OCc2nc3ccccc3s2)cc1 (configuration not stated)	-8.9%	0.9%
COc1ccc(OCC(=O)OC(C)CN2CCOCC2)cc1 (configuration not stated)	x	6.5%
CCCCN1C(=O)C(NC(=O)c2cccnc2)(C(F)(F)F)C2=C1CC(C)(C)CC2=O (configuration not stated)	x	4.2%
Cc1ccc(Cl)cc1N1CCN(C(=O)c2cn(C)c(=O)c3c2c2ccccc2n3C)CC1	3.6%	-2.2%
O=C(CSc1nc2ccncc2[nH]1)Nc1ccccc1C(F)(F)F	-8.7%	0.8%
Cn1c(=O)n(C)c2cc(NC(=O)C(F)(F)F)ccc21	-2.6%	6.1%
CN(C)c1ccc(-c2nn3c(-c4ccc(Cl)cc4)nnc3s2)cc1	5.0%	-6.2%
CCCn1c(NC(=O)c2cccc(S(=O)(=O)N3CCCC3)c2)nc2ccccc21	-15.1%	1.3%
C=CCn1c(COc2ccc(Cl)cc2)nnc1SCc1ccc(C#N)cc1	-16.6%	-2.0%
COc1ccc(NC(=O)c2ccc(Nc3nnc(C)c4ccccc34)cc2)cc1	5.9%	-0.3%

Of the compounds above, five contain fluorine.
SMILES	MKP-3 inhibition	Hsp70 displacement
O=C(Nc1ccc(F)cc1)N1CCn2c(nc3ccccc32)C1	8.2%	-3.1%
Cc1cc(Nc2ccccc2F)n2nc(C)nc2n1	-10.0%	8.0%
CCCCN1C(=O)C(NC(=O)c2cccnc2)(C(F)(F)F)C2=C1CC(C)(C)CC2=O (configuration not stated)	x	4.2%
O=C(CSc1nc2ccncc2[nH]1)Nc1ccccc1C(F)(F)F	-8.7%	0.8%
Cn1c(=O)n(C)c2cc(NC(=O)C(F)(F)F)ccc21	-2.6%	6.1%

Next part.
SMILES	MKP-3 inhibition	Hsp70 displacement
COc1ccc(C2=NOC(C(=O)NCc3ccccc3)C2)cc1 (configuration not stated)	-1.7%	2.3%
COCCCNC(=O)C(F)(F)C(F)(F)C(=O)NCCCOC	3.9%	-3.1%
CCOC(=O)CNC(=O)C1c2cc(OC)c(OC)cc2C(=O)N(C)C1c1ccccc1F (configuration not stated)	-3.8%	0.1%
COc1cccc(CN2CCN(C3CCCCC3)CC2)c1	4.0%	-4.1%
CCC(=O)c1cn(CC(=O)NCc2cccnc2)c2ccccc12	-4.8%	0.8%
N#Cc1ccccc1CSc1ccccn1	-10.4%	-5.5%
COc1ccc(N2C(=O)NC(=O)/C(=C\c3ccc(OCc4ccc(C(=O)O)cc4)c(OC)c3)C2=O)cc1	1.7%	6.4%
Cc1onc(-c2ccccc2Cl)c1C(=O)NCCc1nc2ccccc2[nH]1	4.1%	0.0%
COc1cccc(NC2=C(Cl)C(=O)N(c3ccc(Cl)cc3)C2=O)c1	4.7%	-2.3%
CCOC(=O)C1=C(C)N=c2s/c(=C\c3ccc4c(c3)OCO4)c(=O)n2C1c1ccc(F)cc1 (configuration not stated)	-2.0%	-0.5%
COc1cccc2cc(-c3nc(-c4cccc([N+](=O)[O-])c4)cs3)c(=O)oc12	4.8%	-0.9%
CCC(C)(C)n1nnnc1C(C(C)C)N(CCCO)Cc1cc2cc(C)ccc2[nH]c1=O (configuration not stated)	-4.1%	-1.0%
CCn1c(=O)c(=O)n(CC)c2cc(S(=O)(=O)Nc3cccc(OC)c3)ccc21	-1.9%	4.9%
Cc1ccc(C(=O)CCNc2ccc(Br)cc2)o1	-1.9%&1.0%	7.6%&-4.0%
CC(O)c1nc2ccccc2n1CCOc1ccccc1 (configuration not stated)	x	2.0%
O=C(COc1ccc(Cl)cc1)Nc1ccc2oc(-c3ccccc3F)nc2c1	7.2%	5.1%
CN1C(=O)C(=Cc2ccc(N3CCOCC3)cc2)C(=O)N(C)C1=O	-1.7%	2.7%
O=C1c2ccc(-c3nc4ccccc4o3)cc2C(=O)N1CC1CCCO1 (configuration not stated)	1.2%	-2.1%
CC(C)(C)c1cc(-c2ccco2)c(C#N)c(SCC#N)n1	5.6%	-3.0%
CCCC1(C(=O)O)NC(c2cccc(OC)c2O)C2C(=O)N(c3ccccc3)C(=O)C21 (configuration not stated)	-6.2%	-4.8%
O=C(CNCC1CCCO1)Nc1ccccc1-n1cccc1 (configuration not stated)	-9.2%	-2.7%
CCc1ccc2c(c1)[C@]1(C(=O)N2)[C@@H]2C(=O)N(Cc3ccccc3)C(=O)[C@@H]2[C@@H]2CCCN21	4.2%	-1.1%
CSc1cccc(NC(=O)c2ccccc2N(C)S(C)(=O)=O)c1	x	-0.6%
CC(C)CN1C(=O)c2ccc(C(=O)NC3CCCCC3)cc2C1=O	0.6%	-0.8%
O=C(NCc1cccnc1)C(=O)N1CCCCC1	-0.2%	0.4%

Shown with bars between the fields: part of the list above.
SMILES | MKP-3 inhibition | Hsp70 displacement
Cc1ccc(C(=O)CCNc2ccc(Br)cc2)o1 | -1.9%&1.0% | 7.6%&-4.0%
CC(O)c1nc2ccccc2n1CCOc1ccccc1 (configuration not stated) | x | 2.0%
O=C(COc1ccc(Cl)cc1)Nc1ccc2oc(-c3ccccc3F)nc2c1 | 7.2% | 5.1%

The results go on:
SMILES	MKP-3 inhibition	Hsp70 displacement
O=C1Cn2c(nc3ccccc32)N1c1ccccc1F	-5.8%	-1.1%
CCOC(=O)c1cccc(Nc2ncnc3ccc(C)cc23)c1	3.7%	-1.6%&4.8%
COc1ccccc1OCCn1cc(C(=O)c2ccco2)c2ccccc21	-14.1%	3.4%
COc1cc(C2C3=C(CC(C)(C)CC3=O)OC3=C2C(=O)CC(C)(C)C3)ccc1OCc1cc2c(cc1Cl)OCO2	3.2%	3.3%
CCN(CC)Cc1cc(CC(C(N)=O)C(N)=O)ccc1OC	0.9%	-5.5%
Cc1nc2ccccc2cc1C(=O)NCc1ccco1	-14.0%	1.8%
Cc1cc(OCc2nn[nH]n2)c2c(C)c(Cc3ccccc3)c(=O)oc2c1	-0.6%	-4.9%
CCc1cc2c(N3CCN(Cc4ccccc4)CC3)ncnc2s1	-2.9%	-2.4%
COC(=O)c1cccc(NC(=O)CN(c2ccc3c(c2)OCO3)S(C)(=O)=O)c1C	-3.7%	5.8%
CC(C)n1c(SCC(=O)N2CCCc3ccccc32)nc2c1c(=O)n(C)c(=O)n2C	-6.8%	6.1%
Cc1nn2c(N)c(C#N)cnc2c1-c1ccccc1	x	-3.6%
NC(=O)c1sc2nc3c(c(-c4cccnc4)c2c1N)CCC3	x	16.9%
CCn1c2ccccc2c2cc(CNc3cc([N+](=O)[O-])ccc3OC)ccc21	0.2%	-3.7%
CSc1nc2sc3c(c2c(=O)n1Cc1ccccc1)CCN(C)C3	4.9%	-0.7%
Cc1ccc(OCCOCCOc2ccc(Br)cc2/C=c2\sc3nc4ccccc4n3c2=O)cc1	-1.4%	2.5%
Cc1ccccc1NC(=O)CSc1nc(N)c(C#N)c(-c2cccs2)c1C#N	-2.7%	-1.5%
CCOC(=O)C1CCCN(CC(=O)Nc2c(F)c(F)c(F)c(F)c2F)C1 (configuration not stated)	-1.1%	1.3%
Cn1c(=O)c2c(nc(NCc3ccc4c(c3)OCO4)n2Cc2ccccc2)n(C)c1=O	-9.3%	2.9%
Cc1ccccc1NC(=O)C1CCC(=O)N1 (configuration not stated)	0.5%	1.1%
CCSc1nnc(-c2ccncc2)n1Cc1ccccc1	x	-1.6%
S=c1[nH]nc(COc2ccc3ccccc3c2)o1	x	7.3%
O=C1OC(Nc2ccc(Br)cc2F)c2ccccc21 (configuration not stated)	-3.3%	2.2%
CCCn1c(/N=C/c2ccc3c(c2)OCO3)nc2ccccc21	-0.6%	-3.1%&0.4%
CCOC(=O)N1CCN(C(=O)/C(=C/c2ccc(OC)cc2)NC(=O)c2ccccc2)CC1	1.5%	-2.3%
Cc1ccccc1NC(=O)c1c(NC(=O)c2cccs2)sc2c1CCCCC2	-0.2%	-1.4%

Remaining list, next part:
SMILES	MKP-3 inhibition	Hsp70 displacement
Cc1ccc(S(=O)(=O)Nc2ccc3c(c2)nc(C)n3Cc2ccccc2)cc1	-0.6%	-3.8%
CC(C)C(=O)Nc1ccc2oc3ccccc3c2c1	0.4%	0.4%
O=C(NCc1cccs1)C1CCN(S(=O)(=O)c2cccs2)CC1	-3.8%	3.1%
N#Cc1ccsc1NC(=O)CSc1ncn[nH]1	-7.4%	9.1%
O=S1(=O)C[C@H](OS(=O)(=O)c2ccc(Cl)cc2)[C@@H](OS(=O)(=O)c2ccc(Cl)cc2)C1	-0.9%	-2.8%
COc1ccc(/C=C/C(=O)c2c(C)nc3ccc(Br)cc3c2-c2ccccc2)cc1OC	2.0%	5.5%
Cc1ccccc1OCCSc1nnc(-c2ccncc2)n1C	x	0.0%
Cc1cc(NC(=O)Nc2cc(C)nn2-c2ccccc2)n(-c2ccccc2)n1	-5.1%	2.3%
O=C(/C=C/c1ccc(F)cc1)N1CCC(CN2C(=O)c3cccc4cccc(c34)C2=O)CC1	4.9%	2.0%
OC1(C2(O)CC(c3ccccc3)ON2)CCCCC1 (configuration not stated)	2.8%	-0.1%
CC1=C(C)CC2C(=O)N(c3ccc(Br)cc3)C(=O)C2C1 (configuration not stated)	1.2%	4.3%
O=C(CC1CCS(=O)(=O)C1)Nc1ccc[nH]c1=O (configuration not stated)	-7.3%	3.4%
O=C(c1noc2c1CCCC2)N1CCOCC1	2.5%	-3.8%
Brc1ccc2[nH]c3nc(SCCN4CCOCC4)nnc3c2c1	-8.9%	-2.0%
CC(C)=CCC(C)(C)C1OCCN1C(=O)Nc1ccccc1 (configuration not stated)	-8.9%	0.5%
O=C(Nc1nc(-c2cccc3ccccc23)cs1)c1ccc(Cl)cc1	1.5%	-5.2%
CCOc1cc(-c2cc(N)n[nH]2)cc(OCC)c1OCC	3.9%	-5.1%
Cc1ccc(Cc2cnc(CN(C)C)c(O)c2)cc1	-6.9%	8.6%
COC(=O)c1cccc(NC(=O)CSc2nnc(C)n2Cc2ccccc2)c1	-4.1%	-7.7%
O=C(Nc1nc(-c2ccc(Br)cc2)cs1)c1cc2ccccc2o1	5.2%	4.4%
O=c1[nH]c(C(F)(F)F)nc2c1nnn2Cc1ccccc1F	6.8%	2.1%
Cc1ccc(C)c(-c2nc3cc(N)ccc3o2)c1	-12.8%	-0.4%
CCOCCCNC(=O)c1cn(C)c2ccc(S(=O)(=O)N(C)C3CCCCC3)cc2c1=O	-3.3%	-0.8%
COC(=O)c1cc(NC(=O)/C=C/c2ccc(OC)cc2)cc(C(=O)OC)c1	-3.3%	-0.5%
CC(=O)Oc1ccc(N2C(=O)CC(N3CCOCC3)C2=O)cc1 (configuration not stated)	-3.2%	8.1%

Complete entries, quoted from the list.
`OC1(C2(O)CC(c3ccccc3)ON2)CCCCC1` (configuration not stated) is entered as MKP-3 inhibition: 2.8%; Hsp70 displacement: -0.1%
`O=C(/C=C/c1ccc(F)cc1)N1CCC(CN2C(=O)c3cccc4cccc(c34)C2=O)CC1` is entered as MKP-3 inhibition: 4.9%; Hsp70 displacement: 2.0%
`CC(C)C(=O)Nc1ccc2oc3ccccc3c2c1` is entered as MKP-3 inhibition: 0.4%; Hsp70 displacement: 0.4%

Carrying on:
SMILES	MKP-3 inhibition	Hsp70 displacement
O=C(COc1ccc2c3c(c(=O)oc2c1)CCCC3)c1ccc(F)cc1	10.7%	1.1%
CC(=O)Nc1nc2ccc(Br)cc2s1	-1.8%	0.4%
O=C(O)c1cc(NC(=O)c2cccc(Oc3ccc([N+](=O)[O-])cc3)c2)cc(C(=O)O)c1	5.1%	-0.7%
COc1cc(/C=C2\C(=O)N(c3ccc(S(N)(=O)=O)cc3)N=C2C)cc(I)c1O	3.9%	-14.9%
COc1ccc(-n2c(Cc3cccn3C)nnc2SCC(=O)NC2CCCCC2)cc1	6.3%	-5.1%
O=C(Cc1c(O)c2ccccc2[nH]c1=O)NCc1ccncc1	0.0%	0.4%
O=Cc1cn(CC(=O)N2CCCc3ccccc32)c2ccccc12	x	3.3%
CC(C)CC(=O)N1CCN(S(C)(=O)=O)CC1	-0.5%	-4.5%
O=C1OCCC1Sc1nc2ccccc2s1 (configuration not stated)	-15.7%	6.2%
Cc1[nH]c2ccc(C(=O)O)cc2c(=O)c1CC=C(Cl)Cl	0.5%	-4.0%
Cc1cc(C)c(S(=O)(=O)Nc2ccc3oc4c(c3c2)C(=O)CC(C)(C)C4)c(C)c1	4.7%	8.5%
CC(NS(=O)(=O)c1ccccc1)C(=O)Nc1ccc(S(N)(=O)=O)cc1 (configuration not stated)	-10.4%	5.0%

This is a subset; the hit share may differ from the screen's.
